CRFBP-R2 block – antagonists of CRF-BP/CRF-R2 complex, primary screen, cell-based, HEK293, calcium dye fluorescence, uHTS; CRF-induced calcium fluorescence; inhibition, % at 11.8 µM; actives 0.59% (n = 350,000);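 active = inhibition of the ligand-induced calcium signal above about 50% at the single tested concentration, limit read from the data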
IDE cell activ – human IDE activators in live cells, primary screen, fluorescence polarization, HEK cells, FAbeta-B substrate. actives 0.073% (n = 340,000). FAbeta-B cleavage; 0% vehicle, 100% cell-free pure enzyme wells. AID 493087, 2011. activation, % at 5.96 µM. Insulin-degrading enzyme (Homo sapiens), P14735;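 active = activation above the mean of all tested compounds plus 3 SD, set per screening campaign, cut at about 17% in these data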
IMP-1 inhibitor – IMP-1 metallo-beta-lactamase inhibitors, primary screen, biochemical, epi-absorbance readout, Pseudomonas aeruginosa enzyme. AID 1556, 2009. inhibition, % at 5.6 µM. actives 0.45% (n = 290,000). purified IMP-1, nitrocefin hydrolysis, epi-absorbance fluorescence;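 active = inhibition above the mean plus 3 SD of all compounds in the same screening run, cut at about 4.5% in these data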;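 also: 0% = IMP-1 with DMSO and 100% = DMSO wells lacking enzyme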
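System: purified IMP-1 / Input: IMP-1 dispensed at 0.2 nM / Medium: 50 mM HEPES pH 7.1, 50 µM ZnSO4, 0.05% Brij 35 / Timing: 15 min enzyme–compound preincubation, then 25 min nitrocefin reaction, 25 °C / Technique: plate fluorescence quenching by hydrolysis product, ex 480/em 530 nm / Repeats: singlicate testing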
NS3 helicase inh – inhibitors of HCV NS3 helicase, primary screen, biochemical, Cy5 molecular beacon fluorescence; NS3 helicase DNA unwinding; inhibition, % at 10.9 µM; Hepatitis C virus NS3 helicase; AID 1800, 2009; actives 0.56% (n = 290,000);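 active = inhibition above the mean of all tested compounds plus 3 SD, set per campaign, cut at about 35% in these data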;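 also: 0% = DMSO wells and 100% = thioflavine S control wells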
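Control set: DMSO versus 110 µM thioflavine S; Material: NS3 helicase fragment of HCV; Measured by: Cy5 fluorescence at 0 and 60 min, beacon hairpin quenching; Read-out basis: percent inhibition from t60/t0 fluorescence ratio; Times: reaction time 60 min, 25 °C; Repeats: single replicate; Compound dosing: single dose, 10.9 µM nominal final, DMSO 0.8% final.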
SUMO HTRF inh – inhibitors of in vitro SUMOylation cascade, primary screen, biochemical, HTRF, uHTS; SUMO-conjugating enzyme UBC9 (Homo sapiens), P63279; HTRF SUMOylation assay, SAE1/SAE2 + UBC9; inhibition, % at 35 µM; actives 0.36% (n = 290,000); in the data active = inhibition above about 50%, passing the limit was not always enough; also: strong numbers were not always called active
Target sequence (P63279 whole entry, looked up): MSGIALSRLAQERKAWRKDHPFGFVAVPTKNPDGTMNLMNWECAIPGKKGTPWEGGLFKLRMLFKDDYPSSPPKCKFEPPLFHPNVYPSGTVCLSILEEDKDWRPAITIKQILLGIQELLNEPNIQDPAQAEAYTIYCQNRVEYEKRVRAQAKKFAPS
GalR3 antag – GalR3 antagonists in HEK293 cells, primary screen, cell-based, fluorescence readout | Galanin receptor type 3 (Homo sapiens), O60755 | HEK293 GalR3-CNG cAMP membrane potential fluorescence; galR3 body fused to GalR1 C-terminus | actives 0.44% (n = 360,000) | inhibition, % at 3 µM | AID 651719, 2012;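 active = inhibition above the screen-wide average plus 3 SD, cut at about 13% in these data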;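 also: forskolin and galanin both at EC90 stimulate the cells; cAMP rise reported by CNG channel membrane potential dye signal; 0% = forskolin plus galanin with DMSO and 100% = forskolin alone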
Target sequence (O60755 1-299 limits assumed): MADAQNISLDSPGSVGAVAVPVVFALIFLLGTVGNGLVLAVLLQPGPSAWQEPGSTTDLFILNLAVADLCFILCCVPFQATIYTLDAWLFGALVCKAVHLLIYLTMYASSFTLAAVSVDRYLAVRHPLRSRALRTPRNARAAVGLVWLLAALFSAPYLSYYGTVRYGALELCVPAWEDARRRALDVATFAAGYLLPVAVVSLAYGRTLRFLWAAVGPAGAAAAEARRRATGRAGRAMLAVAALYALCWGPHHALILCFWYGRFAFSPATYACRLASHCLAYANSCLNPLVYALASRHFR
IDE inh – human IDE inhibitors in live cells, primary screen, fluorescence polarization, HEK cells, FAbetaB substrate; Insulin-degrading enzyme (Homo sapiens), P14735; FAbetaB cleavage; inhibition, % at 5.59 µM; actives 0.41% (n = 320,000);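 active = percent inhibition above the average of all tested compounds plus 3 SD, set per screening campaign, cut at about 16% in these data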;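 also: IDE supplied by intact live HEK cells; FP after avidin binding of uncleaved biotin substrate so inhibition keeps polarization high; 0% = DMSO wells and 100% = 60 µM reference IDE inhibitor Ii1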
VIM-2 inhibitor – VIM-2 metallo-beta-lactamase inhibitors, primary screen, biochemical, epi-absorbance readout, Pseudomonas aeruginosa enzyme | purified VIM-2, nitrocefin hydrolysis, epi-absorbance fluorescence | inhibition, % at 5.6 µM | actives 0.89% (n = 290,000);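 active = inhibition above the mean of all tested compounds plus 3 SD, cutoff set per screening run, cut at about 7.5% in these data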;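 also: red hydrolysis product quenches plate fluorescence so inhibitors raise well fluorescence; 0% = enzyme with DMSO and 100% = DMSO without enzyme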
pCIP destab – p/CIP-EGFP fusion destabilizers, primary screen, fluorescence, F442A cells; Q05BA5; 16 h; decrease of EGFP signal, % at 10 µM; actives 0.01% (n = 290,000); AID 1984, 2009;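 active = EGFP signal decrease of at least 30% at 10 µM or well 3 SD below plate mean, unless failing retest; inactive = the rest, including hits failing retest or dose response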; also: some compounds called inactive have numbers as strong as hits; many of its hits are not listed in these tables
* hit, by the source's call; nt = no result given; & = joins results of further samples. Not all compounds are listed; the hit share may differ from the screen's.

SMILES	CRFBP-R2 block	IDE cell activ	IMP-1 inhibitor	NS3 helicase inh	SUMO HTRF inh	GalR3 antag	IDE inh	VIM-2 inhibitor	pCIP destab
CCOC(=O)NNc1nncc2ccccc12	4	4	nt	nt	nt	-5	4	nt	nt
CCCCOc1ccc(CC(=O)NO)cc1	25	2	-2.4	1	1	-2	1	-4.9	-13
COc1c(O)cc2c(c1O)[C@@H]1O[C@H](CO)[C@@H](O)[C@H](O)C1OC2=O (some centres not stated)	8	0	nt	nt	nt	13*	2	nt	nt
O=C(O)/C=C/c1ccc(O)cc1	8	0	nt	nt	nt	-3	4	nt	nt
CC(C)(CO)C(O)C(=O)NCCCO (configuration not stated)	-9	1	nt	nt	nt	2	-3	nt	nt
CC[C@]1(O)C[C@@H]2CN(CCc3c([nH]c4ccccc34)[C@@](C(=O)OC)(c3cc4c(cc3OC)N(C)[C@H]3[C@@](O)(C(=O)OC)[C@H](OC(C)=O)[C@]5(CC)C=CCN6CC[C@]43[C@@H]65)C2)C1	-13	1	nt	nt	-7	nt	0	nt	-33
O=C(O)CNC(=O)c1ccccc1	2	4	nt	nt	nt	-1&-1	1	nt	nt
C/C=C(/C)C(=O)O[C@@H]1c2cc(OC)c(OC)c(OC)c2-c2c(cc3c(c2OC)OCO3)C[C@H](C)[C@]1(C)O	4	5	nt	nt	-19	-3	5	nt	0
CC12CCC(=O)C=C1CCC1C2CCC2(C)C1CC[C@]2(O)C(=O)CO (some centres not stated)	-4	1	-3.5	1	15	-1	1	-2.1	5
C[C@H]1c2cccc(O)c2C(O)=C2C(=O)[C@]3(O)C(O)=C(C(N)=O)C(=O)[C@@H](N(C)C)C3[C@@H](O)C21 (some centres not stated)	23	4	nt	nt	nt	0	0	nt	nt
C[C@@H]1C[C@H]2[C@@H]3C[C@H](F)C4=CC(=O)C=C[C@]4(C)[C@@]3(F)[C@@H](O)C[C@]2(C)[C@@]1(O)C(=O)COC(=O)C(C)(C)C	-20	8	-0.7	1	0	1	5	0.5	7
CNc1c2c(nn1C)CCCC2	7&12	-1&7	-3.1&0.2	6&2	-19&29	-10	1	-5.2&-2.6	5&-10
COc1ccc(/C=N/NC(=O)c2ccncc2)cc1OC	-3	5	0.5	13	14	-2	1	-0.4	0
CN(C)CCOc1ccccc1Cc1ccccc1	-6	-4	0.5	-5	-1	-6	-2	0.0	-2
Nc1ncnc2nc[nH]c12	4&4&-6	7&5&5	-2.1	2	5	-2&-5	2&0&14	-4.5	8
C/C=C(/C)C(=O)OC1c2c(ccc3ccc(=O)oc23)OC(C)(C)C1OC(=O)/C(C)=C\C (configuration not stated)	24	1	-3.2	-4	-21	-5	0	-2.5	-15
COC(=O)C1=CO[C@@H](OC2OC(CO)C(O)C(O)C2O)[C@@H]2[C@@H](C)[C@@H](O)C[C@H]12 (some centres not stated)	2	3	nt	nt	nt	-2	-3	nt	nt
COc1cc([C@H]2Oc3cc([C@H]4Oc5cc(O)cc(O)c5C(=O)[C@@H]4O)ccc3O[C@@H]2CO)ccc1O	-11	0	-0.8	-2	4	-3	5	-2.8	8
O=c1ccn([C@H]2C[C@H](O)[C@@H](CO)O2)c(=O)[nH]1	5	3	nt	nt	nt	-7	-3	nt	nt
CC(=O)Nc1ccc(O)cc1	-8	5	nt	nt	nt	-7	-6	nt	nt
COc1ccccc1OCCNCC(O)COc1cccc2[nH]c3ccccc3c12 (configuration not stated)	nt	nt	-1.6&1.1	-75&-82	-5	nt	-1	-2.3&0.2	-3
C=C1c2cccc(O)c2C(O)=C2C(=O)[C@]3(O)C(O)=C(C(N)=O)C(=O)[C@@H](N(C)C)[C@@H]3[C@@H](O)[C@H]12	-14	6	3.4	85*	93*	-7	2	8.6*	-12
Cn1c(=O)c2c(ncn2CCO)n(C)c1=O	-30	-3	-0.7	8	9	nt	1	1.8	0
CC(=O)Nc1ccccc1	7	4	nt	nt	nt	-2	1	nt	nt
CCCOC(=O)c1ccc(O)cc1	21	-4	nt	nt	nt	-1	-2	nt	nt

Taken from the listing (11 entries):
SMILES	CRFBP-R2 block	IDE cell activ	IMP-1 inhibitor	NS3 helicase inh	SUMO HTRF inh	GalR3 antag	IDE inh	VIM-2 inhibitor	pCIP destab
C/C=C(/C)C(=O)O[C@@H]1c2cc(OC)c(OC)c(OC)c2-c2c(cc3c(c2OC)OCO3)C[C@H](C)[C@]1(C)O	4	5	nt	nt	-19	-3	5	nt	0
CC12CCC(=O)C=C1CCC1C2CCC2(C)C1CC[C@]2(O)C(=O)CO (some centres not stated)	-4	1	-3.5	1	15	-1	1	-2.1	5
C[C@H]1c2cccc(O)c2C(O)=C2C(=O)[C@]3(O)C(O)=C(C(N)=O)C(=O)[C@@H](N(C)C)C3[C@@H](O)C21 (some centres not stated)	23	4	nt	nt	nt	0	0	nt	nt
C[C@@H]1C[C@H]2[C@@H]3C[C@H](F)C4=CC(=O)C=C[C@]4(C)[C@@]3(F)[C@@H](O)C[C@]2(C)[C@@]1(O)C(=O)COC(=O)C(C)(C)C	-20	8	-0.7	1	0	1	5	0.5	7
CNc1c2c(nn1C)CCCC2	7&12	-1&7	-3.1&0.2	6&2	-19&29	-10	1	-5.2&-2.6	5&-10
COc1ccc(/C=N/NC(=O)c2ccncc2)cc1OC	-3	5	0.5	13	14	-2	1	-0.4	0
CN(C)CCOc1ccccc1Cc1ccccc1	-6	-4	0.5	-5	-1	-6	-2	0.0	-2
Nc1ncnc2nc[nH]c12	4&4&-6	7&5&5	-2.1	2	5	-2&-5	2&0&14	-4.5	8
C/C=C(/C)C(=O)OC1c2c(ccc3ccc(=O)oc23)OC(C)(C)C1OC(=O)/C(C)=C\C (configuration not stated)	24	1	-3.2	-4	-21	-5	0	-2.5	-15
COC(=O)C1=CO[C@@H](OC2OC(CO)C(O)C(O)C2O)[C@@H]2[C@@H](C)[C@@H](O)C[C@H]12 (some centres not stated)	2	3	nt	nt	nt	-2	-3	nt	nt
COc1cc([C@H]2Oc3cc([C@H]4Oc5cc(O)cc(O)c5C(=O)[C@@H]4O)ccc3O[C@@H]2CO)ccc1O	-11	0	-0.8	-2	4	-3	5	-2.8	8

The list continues.
compound	CRFBP-R2 block	IDE cell activ	IMP-1 inhibitor	NS3 helicase inh	SUMO HTRF inh	GalR3 antag	IDE inh	VIM-2 inhibitor	pCIP destab
COc1ccc2nc(NC(=O)Nc3ccccc3)sc2c1	-25	-3	-1.6	-16	3	-5	3	0.8	6
O=c1cc(-c2ccc(O)cc2)oc2cc(O[C@@H]3O[C@H](CO)[C@@H](O)[C@H](O)[C@H]3O[C@@H]3OC[C@](O)(CO)[C@H]3O)cc(O)c12	6	-7	-0.2	3	5	-3	5	-1.3	2
CCCCC1C(=O)N(c2ccccc2)N(c2ccccc2)C1=O	-14	4	-4.4	5	13	nt	-1	-5.1	-22
COc1ccc2ccc(=O)oc2c1	6	1	-4.9	2	4	-6	2	-1.9	0
COc1cc2nc(N3CCN(C(=O)[C@H]4COc5ccccc5O4)CC3)nc(N)c2cc1OC	2	4	-4.6	-74	10	-5	0	-2.3	-3
Cc1cccc(C)c1NC(=O)C1CCCCN1C (configuration not stated)	20	2	-2.9	8	-34	nt	1	-3.4	-12
NC(N)=NC(=O)Cc1c(Cl)cccc1Cl	0	7	-1.1	-10	19	nt	-8	-1.3	8
COc1ccc(CN2CCN(C(c3ccc(F)cc3)c3ccc(F)cc3)CC2)c(OC)c1OC	-29	8	nt	nt	nt	-1	-2	nt	nt
NNC(=O)CP(=O)(c1ccccc1)c1ccccc1	22	6	nt	nt	nt	-2	4	nt	nt
Cc1cccc2c1NC(=O)/C2=C\C(=O)c1cccs1	-31	-11	-1.0	-8	-2	-4	7	-3.1	4

(next part)
compound	CRFBP-R2 block	IDE cell activ	IMP-1 inhibitor	NS3 helicase inh	SUMO HTRF inh	GalR3 antag	IDE inh	VIM-2 inhibitor	pCIP destab
O=C(Nc1ccc(C(=O)O)c(O)c1)c1ccccc1	2	2	-2.8	4	0	-5	1	-0.9	-4
COC(c1ccccc1)(c1ccccc1)C(Oc1nc(C)cc(C)n1)C(=O)O (configuration not stated)	-2	6	-1.5	4	-19	-9	0	0.7	0
Cc1[nH]c2ccccc2c1/C=N/NC(N)=S	0	-7	-1.4	-8	-1	6	-1	-3.6	-10
COc1ccc(/C=C/C(=O)O)cc1	-8	4	nt	nt	nt	-5	8	nt	nt
